MLLE-PAM2 inh: inhibitors of PABP1 MLLE–PAM2 peptide binding, primary screen, biochemical, fluorescence polarization, FITC-PAM2, GST-MLLE; AID 588489, 2011; 360,000 compounds, 0.36% hits; inhibition, % at 20 µM; Polyadenylate-binding protein 1 (Homo sapiens), P11940; in the data active = inhibition above about 35%, passing the limit was not always enough;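 note: plate controls were DMSO wells with GST-MLLE for no effect and wells lacking GST-MLLE protein for full effect; some results filed as inactive read as strong as hits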
NadD block: inhibitors of S. aureus NadD, primary screen, biochemical, colorimetric, uHTS; Nicotinate-nucleotide adenylyltransferase NadD (Staphylococcus aureus N315); purified NadD enzyme, colorimetric absorbance read-out; inhibition, % at 20 µM; 360,000 compounds, 0.78% hits; in the data active = inhibition above about 26%; note: some compounds past the cut are filed as inactive
Rpn11 block: Rpn11 (PSMD14) deubiquitinase inhibitors, primary screen, biochemical, fluorescence polarization, uHTS; 26S proteasome non-ATPase regulatory subunit 14 (Homo sapiens), O00487; human 26S proteasome, Ub4-pepOG fluorescence polarization; 20S core pre-blocked with epoxomicin; calls only at 20 µM; 360,000 compounds, 0.59% hits;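 active = inhibition at 20 µM, scaled to each plate's controls, above about 33%, limit read from the data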
Target sequence (O00487 whole entry, looked up): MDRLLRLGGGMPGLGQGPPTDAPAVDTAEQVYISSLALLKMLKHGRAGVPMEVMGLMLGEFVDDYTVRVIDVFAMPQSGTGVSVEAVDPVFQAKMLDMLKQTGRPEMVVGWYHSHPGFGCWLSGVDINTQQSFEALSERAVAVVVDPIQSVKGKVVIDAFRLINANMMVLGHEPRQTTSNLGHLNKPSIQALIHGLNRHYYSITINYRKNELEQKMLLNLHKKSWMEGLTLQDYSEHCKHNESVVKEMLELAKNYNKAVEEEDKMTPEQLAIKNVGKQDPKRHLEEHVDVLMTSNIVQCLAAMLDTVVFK
Neddylation inh: inhibitors of cullin neddylation, primary screen, biochemical, TR-FRET, uHTS, NAE and Ubc12 | NEDD8-conjugating enzyme Ubc12 (Homo sapiens) + NEDD8-activating enzyme E1 regulatory … | calls only at 25 µM | 360,000 compounds, 0.58% hits; in the data active = inhibition above about 36%
Rin1-Abl PPI inh: inhibitors of Rin1-Abl protein binding, primary screen, biochemical, TR-FRET. 360,000 compounds, 0.4% hits. AID 588664, 2011. inhibition, % at 7.35 µM; in the data active = inhibition above about 5%, passing the limit was not always enough
MT1-MMP act inh: blockers of MT1-MMP proenzyme processing, primary screen, HT1080 RFP-PRO-GFP cells, GFP/RFP fluorescence; GFP/RFP ratio change, % at 20 µM; GFP/RFP ratio fluorescence, overnight; percent of plate control window, DMSO zero; 360,000 compounds, 0.061% hits;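 active = GFP/RFP ratio change of at least 30% with cell ATP level not reduced by more than half and red fluorescence within 50% of control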; note: strong numbers were not always called active
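Test system: HT1080 RFP-PRO-GFP cells; Benchmarks: DMSO and RFP-L50D-GFP cell wells; Timing: cells overnight before dosing, compound overnight, 37 °C, 5% CO2; Compound: one 20 µM compound dose with 1% DMSO; Read-out: GFP/RFP fluorescence ratio.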
SKN-1 block: suppressors of acrylamide-induced Pgst-4::GFP reporter in worms, primary screen, SKN-1 inhibitor project, whole organism, uHTS, GFP/RFP fluorescence ratio, strain VP596 | inhibition, % at 21.8 µM | C. elegans VP596 Pgst-4::GFP/RFP ratio, 24 h | 360,000 compounds, 0.49% hits;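 active = interference check ratio from 0.5 to 1.5 plus GFP to RFP signal ratio inhibition reaching or exceeding a fixed threshold, cut at about 30% in these data, passing the limit was not always enough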; note: some compounds called inactive have numbers as strong as hits
FAS TE block: FAS thioesterase domain inhibitors, primary screen, biochemical, fluorescence intensity, uHTS; AID 602261, 2012; inhibition, % at 15 µM; recombinant FAS-TE, OMFH fluorogenic substrate, fluorescence endpoint; 360,000 compounds, 0.67% hits;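 active = compounds whose normalised, plate-corrected inhibition of enzyme fluorescence in the single-dose primary screen is 50% or more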;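 note: 0% = DMSO with enzyme and 100% = substrate without enzyme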
CSN inh: inhibitors of CSN-mediated cullin deneddylation, primary screen, biochemical, fluorescence polarization, uHTS | COP9 signalosome complex subunit 5 (Homo sapiens), Q92905 | Purified CSN, SCF-Nedd8-OG deneddylation | AID 651999, 2013 | inhibition, % at 12.5 µM | 360,000 compounds, 0.38% hits;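 active = pattern-corrected inhibition above about 35%, with an unprinted fluorescence ratio check between 0.5 and 1.5, limit read from the data, passing the limit was not always enough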;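 note: 0% = enzyme with substrate and 100% = substrate without enzyme; some results filed as inactive read as strong as hits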
Target sequence (Q92905 whole entry, looked up, one chain of several): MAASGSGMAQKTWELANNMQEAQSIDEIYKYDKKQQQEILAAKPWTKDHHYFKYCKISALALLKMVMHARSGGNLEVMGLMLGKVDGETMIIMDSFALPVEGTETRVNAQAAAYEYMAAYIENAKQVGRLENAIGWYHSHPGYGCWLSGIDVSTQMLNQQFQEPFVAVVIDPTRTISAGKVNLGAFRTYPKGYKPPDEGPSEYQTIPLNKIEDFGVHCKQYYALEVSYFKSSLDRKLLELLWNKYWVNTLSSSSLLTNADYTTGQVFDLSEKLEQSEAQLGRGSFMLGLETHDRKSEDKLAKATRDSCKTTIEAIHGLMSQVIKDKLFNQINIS
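Schedule: reaction 90 min, room temperature / Assay system: HEK293T-derived human Csn5 enzyme / Input: Csn5 at 0.24 nM final / Measure: inhibition of Csn5 cleavage, % / Control set: substrate-only high control, full reaction low control / Technique: fluorescence polarization of the substrate / Buffer or medium: Tris/NaCl/DTT buffer, pH 7.5 / Reagent: SCFSkp2-Nedd8OG substrate at 10 nM final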
* hit, by the source's call; i = inactive; x = no result given; + = active, no number; & = joins results of further samples.

cpd	compound	MLLE-PAM2 inh	NadD block	Rpn11 block	Neddylation inh	Rin1-Abl PPI inh
1	CC(C)C1C(=O)N(Cc2cn(CCC3OCCO3)nn2)CCS(=O)(=O)N1Cc1ccc(-c2ccc(Cl)cc2)cc1 (stereo unspecified)	-11	-6	i	i	-4
2	NC(Cc1ccc(C(F)(F)F)cc1)c1csc(Nc2cc(NCc3ccco3)ncn2)n1 (stereo unspecified)	-12	14	i	i	-1
3	CCOC(=O)c1ccc(NC(=S)NC(=O)COc2ccccc2)cc1	30	-7	i	i	-1
4	CCCCCCCCCCCCCCCC[N+](C)(C)CCN(Cc1ccc(OC)cc1)c1ncccn1	-4	75*	+	i	-2
5	CCOc1ccc(N(C)S(=O)(=O)c2ccc(-c3ccc(=O)[nH]n3)s2)cc1	-7	13	i	i	1
6	Cc1ccc([N+](=O)[O-])cc1N/C=C1\CCCCC1=O	-5	-2	i	i	0
7	CC(=O)Nc1ccc(NC(=O)c2cc(=O)c3cc(C)cc(C)c3o2)cc1	1	-2	i	i	1
8	COc1ccccc1Nc1nc(N)nc(CN2CCc3ccccc3C2)n1	-9	-1	i	i	-2
9	COc1cc(OC)cc(C(=O)NCCC(c2ccccc2)c2ccccc2)c1	1	-11	i	i	2
10	Cc1ccc(C)c(C(=O)N2CCN(c3ncccn3)CC2)c1	9	0	i	i	0
11	C=CCn1c(SCC(=O)NC(=O)NC2CCCC2)nnc1C1CCCCC1	-12	-3	i	i	-1
12	C=CCn1c(=O)c2ccccc2n2c(SCC(=O)NCc3cccs3)nnc12	-10	4	i	i	-1

cpd	MT1-MMP act inh	SKN-1 block	FAS TE block	CSN inh
1	-3	15	26	3
2	-4	12	-7	1
3	1	-8	9	-1
4	-23	59*	-128	23
5	4	9	-8	3
6	-2	2	9	111
7	0	-2	0	0
8	-4	4	3	5
9	2	-3	21	2
10	-4	-13	-3	-1
11	-1	-2	-4	0
12	-1	-5	-5	-3

Later entries.
cpd	compound	MLLE-PAM2 inh	NadD block	Rpn11 block	Neddylation inh	Rin1-Abl PPI inh
13	COc1ccc(CCNC(=O)C2CC3Cn4c(nc5cc(Cl)c(Cl)cc54)C3N2C)cc1 (stereo unspecified)	-11	2	i	i	-2
14	O=C(Nc1ccccc1F)c1ccc2sc([C@@H]3O[C@H](CO)[C@H](O)[C@H](O)[C@H]3O)nc2c1	11	-4	i	i	-4
15	CCC(C(=O)Nc1c(C)cccc1C)n1c(-c2cc(C)cs2)nc2ccccc21 (stereo unspecified)	x	x	x	i	x
16	Cc1ccc(NC(=O)C(CC(C)C)NC(N)=O)cc1Cl (stereo unspecified)	-38	0	i	i	-3
17	COc1ccc(NC(=O)C2CCC(C(C)(C)C)CC2)cc1S(=O)(=O)N1CCOCC1 (stereo unspecified)	-37	-2	i	i	5
18	C=CCc1c(N(CC)CC)nc(C)[nH]c1=O	-9	-6	i	i	-2
19	CCCCCCOC1(c2ccccc2)OC(=O)c2ccccc21 (stereo unspecified)	-4	-4	i	i	-1
20	O=C(CN1CCN(c2ccccc2F)CC1)NC(=O)NCc1ccccc1	8	-6	i	i	2
21	CCOCCN1CCN(c2c(C)c(C)nc3cc(-c4cc(OC)cc(OC)c4)nn23)CC1	-4	-9	i	+	-3
22	Cc1[nH]nc2c1C1(C(=O)Nc3ccc([N+](=O)[O-])cc31)C(C#N)=C(N)O2 (stereo unspecified)	1	1	i	i	-2
23	Cc1ccc(C)c(NC(=S)NNC(=O)c2csc3c2CCC(C)C3)c1 (stereo unspecified)	19	4	i	i	0
24	CCNC(=O)C1(C)CCN(C(=O)c2ccccc2OC)C1 (stereo unspecified)	1	0	i	i	4

cpd	MT1-MMP act inh	SKN-1 block	FAS TE block	CSN inh
13	5	-2	30	0
14	3	24	-1	0
15	7	-4	x	-5
16	4	19	8	1
17	8	-9	12	0
18	-1	8	-8	2
19	-1	7	28	1
20	2	-6	-3	4
21	9	3	3	1
22	-2	0	-8	-2
23	7	24	1	4
24	2	10	-4	-3

Going on with the list:
cpd	compound	MLLE-PAM2 inh	NadD block	Rpn11 block	Neddylation inh	Rin1-Abl PPI inh
25	COc1cc(C2C3=C(COC3=O)Oc3cc4c(cc32)OCO4)cc(OC)c1O (stereo unspecified)	-3	2	i	i	8
26	CCCCNC(=O)c1nc(C2CCN(S(=O)(=O)c3cccc(C(F)(F)F)c3)CC2)oc1-c1cccc(C(F)(F)F)c1	9	-8	i	i	4
27	COc1cc(C=O)ccc1OCc1ccncc1	-18	-1	i	i	-5
28	COc1cccc(NC(=O)NNC(=O)C(C)Oc2ccc3ccccc3c2)c1 (stereo unspecified)	-3	-1	i	i	1
29	Cc1ccc(-n2ncc3c(NNC(=O)Cc4ccccc4)ncnc32)cc1	-9	-6	i	i	-1
30	CC1(C)CC(=O)C2=C(C1)OC(N)=C(C#N)C2c1ccoc1 (stereo unspecified)	9	-5	i	i	2
31	COc1ccc(Nc2nnc(SC(C(=O)Nc3ccc(OC)c(Cl)c3)c3ccccc3)s2)cc1 (stereo unspecified)	-53	32*	i	i	-2
32	O=S1(=O)N=C(N2CCN(Cc3ccccc3)CC2)c2ccccc21	2	-2	i	i	2
33	CCOc1ccc(CCNC(=O)CS(=O)Cc2nc(-c3ccc(OC)c(OC)c3)oc2C)cc1OCC (stereo unspecified)	7	0	i	i	2
34	Cc1[nH]nc2c1C(c1ccoc1)C(C#N)=C(N)O2 (stereo unspecified)	-5	0	i	i	2
35	C=CCNC(=O)COC(=O)c1ccc(Sc2nncn2C)c([N+](=O)[O-])c1	-15	1	i	i	0
36	CN(C#N)c1nccc(-c2cccs2)n1	5	2	i	i	-4

cpd	MT1-MMP act inh	SKN-1 block	FAS TE block	CSN inh
25	31	1	-1	-1
26	-5	-9	26	2
27	3	16	-2	-4
28	2	-6	2	1
29	-1	3	-6	-6
30	-3	-11	-3	-3
31	-2	11	24	0
32	-1	22	0	-4
33	-1	1	-6	5
34	2	7	-8	6
35	-3	-3	-9	11
36	0	3	-4	-1

An excerpt from above in order of formula weight, lowest first.
cpd	compound	MLLE-PAM2 inh	NadD block	Rpn11 block	Neddylation inh	Rin1-Abl PPI inh
35	C=CCNC(=O)COC(=O)c1ccc(Sc2nncn2C)c([N+](=O)[O-])c1	-15	1	i	i	0
28	COc1cccc(NC(=O)NNC(=O)C(C)Oc2ccc3ccccc3c2)c1 (stereo unspecified)	-3	-1	i	i	1
26	CCCCNC(=O)c1nc(C2CCN(S(=O)(=O)c3cccc(C(F)(F)F)c3)CC2)oc1-c1cccc(C(F)(F)F)c1	9	-8	i	i	4

cpd	MT1-MMP act inh	SKN-1 block	FAS TE block	CSN inh
35	-3	-3	-9	11
28	2	-6	2	1
26	-5	-9	26	2

The list continues:
cpd	compound	MLLE-PAM2 inh	NadD block	Rpn11 block	Neddylation inh	Rin1-Abl PPI inh
37	COc1cc(CN2C[C@@H](CO)O[C@@H](n3cnc4c(NCc5ccc(F)cc5)ncnc43)C2)cc(OC)c1OC	6	2	i	i	11*
38	Cc1ccc(NC(=O)CN2C(=O)c3ccccc3C2=O)cc1	13	-5	i	i	2
39	CCN(c1ccccc1)S(=O)(=O)c1ccc(F)c(C(=O)O)c1	-15	-3	i	i	0
40	CC1Cc2ccccc2N1C(=O)C1CCCN(S(=O)(=O)c2cccc3cccnc23)C1 (stereo unspecified)	4	5	i	i	2
41	CCn1c(=O)c2sccc2n(CC(=O)NC2CCCC2)c1=O	6	5	i	i	-1
42	CCCCCCSc1cc(-c2nc3cc(C)ccn3c2NCCCC)ccc1OC	-16	0&2	i	x	-1
43	CSCC[C@H](NC(=O)N1CCn2c1nc1ccccc12)C(=O)NCC1CCCO1 (stereo partly specified)	-3	-3	i	i	2
44	O=C(C=CC(=O)Nc1ccc(F)cc1F)Nc1ccc(F)cc1F	6	6	i	i	-2
45	O=[N+]([O-])c1cccc(-c2cnc3ccccc3n2)c1	-11	-3	i	i	-2
46	CNC(=O)Nc1ccc(Cl)cc1	-1	0	i	i	2
47	O=C(Nc1cccc2cccnc12)c1ccc(Br)o1	2	-3	i	i	2
48	O=C(c1cccc(F)c1)N1CCN(Cc2c[nH]c3ccccc23)CC1	17	1	i	i	2
49	Cc1cc(C)c(C)c(N=Nc2nc3ccccc3n2C)c1C	4	8	i	i	-1

cpd	MT1-MMP act inh	SKN-1 block	FAS TE block	CSN inh
37	8	-18	-8	-4
38	1	-2	-4	-4
39	3	-7	-8	0
40	-2	25	12	-2
41	4	8	-3	3
42	4&21	17&-5	18&28	2&-1
43	-4	7	-2	-4
44	2	2	2	1
45	2	0	6	-4
46	0	-15	-8	2
47	-3	14	15	8
48	2	-3	-6	1
49	7	-4	36	-12

Whole records, looked up by structure:
Cc1ccc(NC(=O)CN2C(=O)c3ccccc3C2=O)cc1 is listed with MLLE-PAM2 inh = 13; NadD block = -5; Rpn11 block = i; Neddylation inh = i; Rin1-Abl PPI inh = 2; MT1-MMP act inh = 1; SKN-1 block = -2; FAS TE block = -4; CSN inh = -4
O=[N+]([O-])c1cccc(-c2cnc3ccccc3n2)c1 is listed with MLLE-PAM2 inh = -11; NadD block = -3; Rpn11 block = i; Neddylation inh = i; Rin1-Abl PPI inh = -2; MT1-MMP act inh = 2; SKN-1 block = 0; FAS TE block = 6; CSN inh = -4
CSCC[C@H](NC(=O)N1CCn2c1nc1ccccc12)C(=O)NCC1CCCO1 (stereo partly specified) is listed with MLLE-PAM2 inh = -3; NadD block = -3; Rpn11 block = i; Neddylation inh = i; Rin1-Abl PPI inh = 2; MT1-MMP act inh = -4; SKN-1 block = 7; FAS TE block = -2; CSN inh = -4

Compounds were not picked by outcome (roughly 3.9% active in at least one column).
